GALR2 antag = antagonists of human galanin receptor 2 (GALR2); GALR2-expressing cells, antagonist mode; AID 828; inhibition, % at 4 µM; 0.39% of 140,000 active; in the data active means inhibition above about 27%;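 further: cells stimulated with galanin 1-16 at roughly its EC80; 0% = agonist challenge control and 100% = basal control without agonist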
Target sequence (O43603 whole entry, looked up): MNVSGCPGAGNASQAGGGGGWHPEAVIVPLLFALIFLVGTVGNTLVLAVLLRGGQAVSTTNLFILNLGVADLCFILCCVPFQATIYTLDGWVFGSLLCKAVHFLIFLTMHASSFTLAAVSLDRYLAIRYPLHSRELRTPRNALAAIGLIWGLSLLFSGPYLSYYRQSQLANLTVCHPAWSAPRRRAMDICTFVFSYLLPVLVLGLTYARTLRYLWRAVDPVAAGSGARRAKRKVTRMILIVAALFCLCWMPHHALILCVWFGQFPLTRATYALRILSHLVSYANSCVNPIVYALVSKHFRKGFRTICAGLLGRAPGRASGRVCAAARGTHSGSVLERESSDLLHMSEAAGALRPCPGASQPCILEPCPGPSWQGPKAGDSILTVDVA
E-sel TNF inh = blocks E-selectin expression induced by TNF alpha | AID 1246 | 0.71% of 120,000 active | inhibition, % at 2 µM | HUVEC TNFa-induced E-selectin immunofluorescence, high content;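 active means inhibition above the batch mean plus 3 SD, and confirmed as a hit on visual image review, cut at about 43% in these data; inconclusive means passes the inhibition cutoff but fails visual image review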;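 further: 0% = TNF-stimulated DMSO wells and 100% = unstimulated control wells; not every result past the cut was called active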
Measles CPE = protection of cells from measles virus | Measles virus-infected cells, CPE protection, absorbance | protection (pct of control), % at 4 µM | 1.5% of 140,000 active | AID 841; in the data active means protection mostly above about 24%, no sharp cut-off; inactive means mostly below about 26%; further: some compounds called inactive have numbers as strong as hits
HCT116 PTEN-null = suppresses growth of cells with PTEN deletion. HCT116 PTEN-null viability, CellTiter-Glo, 60 h; active compounds read low. viability, % at 10 µM. AID 827. 1.2% of 140,000 active;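 active means viability at or below a set limit, 4 SD under the median of all tested compounds, cut at about 3.7% in these data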;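 further: PTEN knockout HCT116 line with beta catenin targeted HCT116 as companion control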
NPY Y2 blocker = blocks the human neuropeptide Y Y2 receptor. P49146. NPY-Y2 expressing cells, antagonist mode. 0.99% of 140,000 active. inhibition, % at 2.7 µM; in the data active means inhibition above about 17%;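 further: 0% = vehicle with agonist challenge and 100% = reference antagonist with challenge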
Target sequence (P49146 whole entry, looked up): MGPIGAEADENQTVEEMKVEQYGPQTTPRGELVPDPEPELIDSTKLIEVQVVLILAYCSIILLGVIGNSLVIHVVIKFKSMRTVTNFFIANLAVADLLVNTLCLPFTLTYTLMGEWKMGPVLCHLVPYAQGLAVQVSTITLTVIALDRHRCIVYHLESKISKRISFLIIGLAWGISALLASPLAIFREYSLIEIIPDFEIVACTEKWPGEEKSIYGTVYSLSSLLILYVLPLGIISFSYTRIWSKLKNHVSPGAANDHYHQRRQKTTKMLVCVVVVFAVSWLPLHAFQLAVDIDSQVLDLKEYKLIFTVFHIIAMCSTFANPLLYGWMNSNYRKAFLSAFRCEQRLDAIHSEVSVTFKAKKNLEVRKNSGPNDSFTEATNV
Yeast life ext = extends the lifespan of yeast. AID 775. inhibition of the nicotinamide effect, % at 10 µM. 0.68% of 130,000 active. S. cerevisiae growth with nicotinamide, OD615; deaD strain in restrictive glucose medium;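 active means inhibition above a set limit, placed 3 SD over the median of all compounds, cut at about 26% in these data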;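 further: 0% = nicotinamide-treated wells and 100% = cells grown without nicotinamide; some compounds called inactive have numbers as strong as hits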
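Measured by: optical density (absorbance) at 615 nm; System: modified budding yeast, DeaD strain; Medium: restrictive CSMM-D dextrose medium; Timing: 4 h preincubation then 48 h treatment at 30 °C.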
Phagocytosis inh = blocks phagocytosis by macrophages. J774A.1 macrophage IgG-bead phagocytosis, imaging. inhibition, % at 5 µM. 0.07% of 110,000 active. AID 1029;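 active means inhibition above the mean of the plate negative controls plus 5 SD, cut at about 13% in these data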;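 further: phagocytic index as fraction of beads internalized from green versus red external bead signal; plate controls were DMSO negative control for no effect and cytochalasin-D positive control for full effect; some results beyond the cut were filed as inactive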
BB579 growth dn = yeast BB579 growth reduction in restrictive medium; inhibition, % at 10 µM; 0.51% of 140,000 active; S. cerevisiae BB579 growth, OD615, 48 h;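 active means inhibition above a set limit, 3 SD over the mean compound inhibition, cut at about 44% in these data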; further: inactives centre near -24
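Test system: DeaD yeast strain BB579 / Buffer or medium: restrictive glucose-based CSMM-D medium / Doses: single 10 µM dose / Schedule: 4 h cell preincubation, 48 h compound exposure, 30 °C humidified / Technique: culture absorbance at 615 nm / Controls: amphotericin B positive control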
HCT116 bCat-KO = beta-catenin-lacking colon tumor cell growth suppression | HCT116 beta-catenin knockout viability, CellTiter-Glo, 60 h; active compounds read low | viability, % at 10 µM | 1.5% of 140,000 active | AID 818;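 active means viability at or under a set limit, the compound median less 4 SD, cut at about 6% in these data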;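 further: 0% = Hyamine 1622 control at 20 µM and 100% = untreated cell control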
MRP1 act = activators of MRP-1 | H69AR cells + doxorubicin, viability rescue, CellTiter-Glo | viability increase, % at 10 µM | 0.61% of 140,000 active | AID 799;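 active means viability gain under doxorubicin at or above a set limit, the compound median plus 3 SD, cut at about 4.7% in these data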;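 further: MRP-1 overexpressing cells given doxorubicin 25 µM after compound pretreatment; 18-22 h compound pretreatment then 72 h with doxorubicin before readout; 0% = doxorubicin-only wells and 100% = vehicle-treated cells without doxorubicin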
The depositor's hits bear a star; u = inconclusive; x = not tested or not shown.

#1 O=C(NNC1=NCCC1)c1cccc(S(=O)(=O)N2CCCC2)c1
#2 Cc1cc(C)c(NC(=O)CS(=O)CC(=O)NCCCc2ccccc2)c(C)c1 (stereo unspecified)
#3 Cn1c(SCC(=O)N2CCc3ccccc3C2)nnc1-c1ccncc1
#4 O=C1C=C(NCc2ccc(Cl)cc2Cl)C2(CCCCC2)O1
#5 Brc1cc2c(cc1C1Nc3ccccc3C3C=CCC31)OCO2 (stereo unspecified)
#6 CN(C)CCNC(=O)Cn1nc(-c2ccc(Cl)cc2)ccc1=O
#7 Cc1cccc2cc(CN(CCCN3CCOCC3)Cc3nnnn3C(C)(C)C)c(=O)[nH]c12
#8 C#CCn1c(=NC(=O)c2ccccc2[N+](=O)[O-])sc2cc(S(C)(=O)=O)ccc21
Screen / compound no.	1	2	3	4	5	6	7	8
GALR2 antag	6	2	6	-5	5	6	6	-4
E-sel TNF inh	19	-34	-16	x	x	x	-7	x
Measles CPE	5	7	28	6	16	10	11	5
HCT116 PTEN-null	100	98	93	41	62	102	94	94
NPY Y2 blocker	1	3	1	26*	3	0	1	1
Yeast life ext	3	-15	3	55	6	-2	-3	-1
Phagocytosis inh	-6	x	-1	0	-12	x	-2	-1
BB579 growth dn	-9	-5	-39	-32	-54	-57	-19	-42
HCT116 bCat-KO	91	97	91	57	56	98	89	91
MRP1 act	-3.2	0.0	-1.0	-2.0	-1.8	-0.9	-2.8	-2.4

Reprinted from the part before: two compounds; new compounds follow.
#7 Cc1cccc2cc(CN(CCCN3CCOCC3)Cc3nnnn3C(C)(C)C)c(=O)[nH]c12
#8 C#CCn1c(=NC(=O)c2ccccc2[N+](=O)[O-])sc2cc(S(C)(=O)=O)ccc21
#9 O=C(N1CCC(O)(c2cccnc2)CC1)C12CC3CC(CC(C3)C1)C2
#10 C/C=C/c1c(F)c(F)c(Oc2ccc(C(=O)O)cc2)c(F)c1F
#11 CN1CCN(c2ccc(NC(=O)COc3ccccc3Cl)cc2)CC1
#12 Cc1oc(-c2ccccc2F)nc1CSCC(=O)NCc1ccc2c(c1)OCO2
#13 O=C(N1CCOCC1)N1CCN(S(=O)(=O)N2CCCCC2)CC1
#14 Cc1ccc(S(=O)(=O)N2CCCC2C(=O)N2CCCCCC2)cc1 (stereo unspecified)
#15 O=C1NC2=C(CCc3ccccc32)C(c2ccccc2)N1 (stereo unspecified)
#16 CSC(=NCCCN1CCOCC1)NS(=O)(=O)c1cccs1
Screen / compound no.	7	8	9	10	11	12	13	14	15	16
GALR2 antag	6	-4	-2	-3	8	0	9	-22	15	12
E-sel TNF inh	-7	x	15	-6	-8	-12	16	-5	5	-15
Measles CPE	11	5	14	3	0	0	18	11	2	9
HCT116 PTEN-null	94	94	95	91	79	104	100	85	86	104
NPY Y2 blocker	1	1	-2	4	1	7	1	2	2	1
Yeast life ext	-3	-1	-4	-8	-10	-29	7	-16	-1	-7
Phagocytosis inh	-2	-1	-2	-1	0	4	-1	x	-1	0
BB579 growth dn	-19	-42	-75	-14	-36	-13	0	-10	-24	-30
HCT116 bCat-KO	89	91	86	96	75	95	100	95	94	94
MRP1 act	-2.8	-2.4	-1.2	-0.5	0.4	-3.4	-0.6	-0.7	-2.6	-0.4

#17 COc1cc(Cl)c(C)cc1NC(=O)COC(=O)C(NS(=O)(=O)c1ccc(Cl)cc1)C(C)O (stereo unspecified)
#18 COc1ccc(CCNC(=O)CN(c2ccccc2)S(C)(=O)=O)cc1OC
#19 CN(C)c1nc(SCC#N)nc(N2CCOCC2)n1
#20 CN(CC(=O)Nc1ccccc1Oc1ccccc1)Cc1ccccc1F
#21 O=C(O)CCn1c(=O)c2ccccc2c2ccccc2c1=O
#22 CCCCCC(=O)N/N=C/c1ccc([N+](=O)[O-])o1
#23 Cc1ccc(C2CC(c3cccs3)=NN2S(=O)(=O)c2ccc(C)cc2)cc1 (stereo unspecified)
#24 CCS(=O)(=O)Nc1ccc(Cc2ccc(NS(=O)(=O)CC)cc2)cc1
Screen / compound no.	17	18	19	20	21	22	23	24
GALR2 antag	-4	-3	-2	1	1	-11	14	2
E-sel TNF inh	2	5	-13	8	-9	-33	x	-88
Measles CPE	32	15	13	12	13	3	5	16
HCT116 PTEN-null	99	102	94	57	105	47	80	62
NPY Y2 blocker	-2	4	-1	6	1	0	4	-4
Yeast life ext	-4	-12	-16	0	-8	-20	-2	-11
Phagocytosis inh	-4	-1	x	-5	3	x	-5	-1
BB579 growth dn	-19	-3	-47	-46	-70	2	-34	-13
HCT116 bCat-KO	98	104	87	60	93	26	81	37
MRP1 act	-3.7	-1.2	0.3	-4.2	0.0	-4.7	-2.4	-0.5

Four compounds from above, limited to Phagocytosis inh, MRP1 act and NPY Y2 blocker.
| # | canonical_smiles | Phagocytosis inh | MRP1 act | NPY Y2 blocker |
| --- | --- | --- | --- | --- |
| 24 | CCS(=O)(=O)Nc1ccc(Cc2ccc(NS(=O)(=O)CC)cc2)cc1 | -1 | -0.5 | -4 |
| 19 | CN(C)c1nc(SCC#N)nc(N2CCOCC2)n1 | x | 0.3 | -1 |
| 22 | CCCCCC(=O)N/N=C/c1ccc([N+](=O)[O-])o1 | x | -4.7 | 0 |
| 23 | Cc1ccc(C2CC(c3cccs3)=NN2S(=O)(=O)c2ccc(C)cc2)cc1 (stereo unspecified) | -5 | -2.4 | 4 |

The listing continues:
#25 COc1ccc(NC(=O)c2ccc(COCC(F)(F)C(F)F)cc2)cc1OC
#26 COc1cc2c(cc1OC)C(SC)=NC(C)(C)C2
#27 CC(C)CC1NC(=O)N(CC(=O)N2CCN(S(=O)(=O)c3ccc(Cl)cc3)CC2)C1=O (stereo unspecified)
#28 CCOC(=O)n1c(=O)oc2ccc(Cl)cc21
#29 Nc1nnnn1/N=C/c1ccccc1OCc1ccc(Cl)cc1
#30 CC(=O)Nc1ccc(NC(=O)CSCc2cnn(-c3ccccc3)c2-n2cccc2)cc1
#31 Cc1cc(Nc2ccc(F)cc2)nc(N)n1
#32 Cc1nc2c(cnn2-c2ccccc2Cl)c(=O)n1-c1ccc(N2CCC(C)CC2)cc1
Screen / compound no.	25	26	27	28	29	30	31	32
GALR2 antag	3	-9	-7	4	6	-11	3	-9
E-sel TNF inh	-4	-14	u	-10	1	2	-8	x
Measles CPE	13	5	1	6	1	6	4	7
HCT116 PTEN-null	82	12	94	94	94	104	90	69
NPY Y2 blocker	1	0	1	2	5	-1	4	-2
Yeast life ext	-2	x	-12	x	x	-13	-10	-6
Phagocytosis inh	-4	x	x	x	x	x	-1	0
BB579 growth dn	-4	-36	-10	-68	-15	-28	-16	-9
HCT116 bCat-KO	91	2.2*	97	103	96	98	76	70
MRP1 act	-0.1	-1.6	0.2	-5.4	1.6	-0.9	-3.5	-1.9

#33 C=C(C)COc1ccc2oc(C)c(C(=O)OCCOC)c2c1
#34 COc1ccc(OC)c(S(=O)(=O)NCCO)c1
#35 CC12CC3CC(C)(C1)CC(C(=O)Nc1nn[nH]n1)(C3)C2
#36 COC(=O)c1sccc1NC(=O)CSc1nnnn1-c1ccccc1F
#37 O=C(Nc1cccc2cccnc12)c1cccnc1
#38 Cc1ccc(N=Nc2c(C)[nH]n(C(N)=S)c2=O)cc1C
#39 O=S(=O)(Nc1ccc(O)c(Sc2nc3ccccc3s2)c1)c1ccc(Cl)cc1
#40 CCN1CCCC1CN(Cc1cc2ccc(C)cc2[nH]c1=O)C(=S)Nc1cccc(OC)c1 (stereo unspecified)
Screen / compound no.	33	34	35	36	37	38	39	40
GALR2 antag	0	3	7	-3	0	-14	-8	8
E-sel TNF inh	-6	1	-5	-42	-30	x	6	x
Measles CPE	7	4	21	9	1	5	47	17
HCT116 PTEN-null	109	92	103	83	96	86	85	2.5*
NPY Y2 blocker	6	1	0	4	5	2	-3	4
Yeast life ext	-19	-14	-4	3	-12	-6	-5	4
Phagocytosis inh	0	x	-2	-2	0	0	-2	-8
BB579 growth dn	12	-7	-38	-27	24	-19	-67	-21
HCT116 bCat-KO	98	93	87	84	100	87	97	3.5*
MRP1 act	1.2	-0.9	-1.1	-2.2	-0.6	-3.4	-2.8	-3.8

#41 COc1ccc(Cc2nc(-c3cccs3)no2)cc1OC
#42 CC[N+](CC)(CC)C/C(N)=N/O
#43 O=C(CC1S/C(=N\S(=O)(=O)c2ccc(F)cc2)N(c2ccccc2)C1=O)Nc1ccccc1 (stereo unspecified)
#44 Oc1c(Cl)cc(Cl)cc1C(C#Cc1ccccc1)N1CCOCC1 (stereo unspecified)
#45 CN(Cc1ccccc1)C(=O)c1cnc2n(c1=O)CCS2
#46 CC(=O)OCC1OC(n2ccc(=O)[nH]c2=O)C(O)C1O (stereo unspecified)
#47 COc1ccc(NC(=O)c2ocnc2C)cc1OC
#48 CC(=O)Nc1ccc(S(=O)(=O)Nc2ccc(Cl)nn2)cc1
#49 CC1=CC(=O)C=C(C)C1=NOC(=O)/C=C\c1ccccc1
#50 CCCCOc1ccc(Cl)cc1CSc1nnc(C)n1N
#51 COc1ccc(C2NCCc3c2[nH]c2ccccc32)cc1COc1ccc(F)cc1 (stereo unspecified)
Screen / compound no.	41	42	43	44	45	46	47	48	49	50	51
GALR2 antag	2	-3	0	-5	10	-6	-8	9	0	-4	1
E-sel TNF inh	x	-4	-36	-32	22	5	x	-21	10	-15	x
Measles CPE	25	1	9	3	3	9	15	4	3	17	23
HCT116 PTEN-null	90	103	98	9	105	84	105	98	10	93	0.9*
NPY Y2 blocker	2	1	-4	9	3	0	0	1	2	3	8
Yeast life ext	-8	-2	-2	0	x	-3	-4	3	10	-17	0
Phagocytosis inh	0	0	-2	0	x	-1	-1	-6	-4	0	3
BB579 growth dn	-19	-41	-1	-10	-6	33	-34	-18	-8	7	1
HCT116 bCat-KO	87	98	94	11	94	95	92	100	9	96	1.2*
MRP1 act	0.9	-0.5	4.5	-2.6	-0.5	-1.6	-1.8	-0.5	-2.6	-2.3	-4.9

Assay outcomes: PubChem, several laboratories
